Screening data: PubChem, NCI
All columns: NCI-60 one-dose screen, growth in % after 48 h at 10 µM unless noted; 100 = growth as untreated, 0 = no growth, -100 = all killed.
M14: M14 melanoma; hit rate 6.2% among 80,000; AID 1794745
HOP-92: HOP-92 NSCLC cells; hit rate 6.3% among 71,000; AID 1794738
A549/ATCC: A549/ATCC NSCLC | hit rate 3.7% among 81,000
SK-MEL-5: SK-MEL-5 melanoma | AID 1794755 | hit rate 6.4% among 80,000
EKVX: EKVX NSCLC | hit rate 3% among 71,000 | AID 1794765
SK-MEL-28: SK-MEL-28 melanoma | hit rate 4.1% among 81,000 | AID 1794761
UACC-257: UACC-257 melanoma. hit rate 4.4% among 78,000. AID 1794764
UACC-62: UACC-62 melanoma; hit rate 5.4% among 81,000; AID 1794756
Starred values were filed as active, the others as inactive. Rule for the calls: active = growth percent below 10; inactive = the rest.

COc1cc(NC(N)=NCCC(C)(C)c2ccc(C(F)(F)F)cc2)ncc1C#N was read as M14 -74*, HOP-92 -3.8*, A549/ATCC 27, SK-MEL-5 -80*, EKVX 25, SK-MEL-28 -56*, UACC-257 -0.6* and UACC-62 10.
For Cc1cccc(NC(=O)N/C(N)=N/c2nc3ccccc3s2)c1 the results were M14 16, HOP-92 63, A549/ATCC 46, SK-MEL-5 24, EKVX 50, SK-MEL-28 63, UACC-257 55 and UACC-62 34.
`Cc1ccccc1C(=O)c1ccccc1` gave M14 107, A549/ATCC 102, EKVX 107, SK-MEL-28 104, UACC-257 99 and UACC-62 102.
`C=C1CC2(OC1=O)C(=O)N(C)c1ccc(I)cc12` (stereo not drawn) gave M14 -77*, HOP-92 -96*, A549/ATCC -19*, SK-MEL-5 -92*, EKVX -46*, SK-MEL-28 -94*, UACC-257 -69* and UACC-62 -61*.
Screening COc1ccc(CC(=O)OCC(C)C)cc1 returned M14 103, HOP-92 100, A549/ATCC 104, SK-MEL-5 107, EKVX 108, SK-MEL-28 109 and UACC-62 107.
`O=C(O)C1(c2cccc(O)c2)CCCC1` gave M14 99, HOP-92 79, A549/ATCC 83, SK-MEL-5 99, EKVX 100, SK-MEL-28 112, UACC-257 92 and UACC-62 101.
O=C1[C@H]2Cc3c([nH]c4ccccc34)[C@@H](c3ccc(Br)cc3)N2C(=O)CN1C1CCN(Cc2c(Cl)cccc2Cl)CC1 was read as HOP-92 79, A549/ATCC 79, SK-MEL-5 66, EKVX 62, SK-MEL-28 88, UACC-257 94 and UACC-62 74.
NC(=O)SCC(=O)Nc1ccccc1NC(=O)CSC(N)=O was read as M14 95, HOP-92 89, A549/ATCC 100, SK-MEL-5 97, EKVX 113, SK-MEL-28 116, UACC-257 100 and UACC-62 87.
`CCCCCN1C=C/C(=C\C(=O)N(C)c2ccc(Oc3ccccc3)cc2)c2ccccc21` gave M14 94, HOP-92 48, A549/ATCC 82, SK-MEL-5 63, EKVX 57, SK-MEL-28 102, UACC-257 74 and UACC-62 77.
`O=C1Oc2ccccc2C(=O)/C1=C/N1C(=O)CNC1=S` gave M14 101, HOP-92 66, A549/ATCC 106, SK-MEL-5 104, EKVX 100, SK-MEL-28 104, UACC-257 101 and UACC-62 99.
`COc1cc(CNC(=O)c2ccsc2Nc2ccnc(C(F)(F)F)c2)ccc1O` gave M14 100, HOP-92 81, A549/ATCC 100, SK-MEL-5 98, SK-MEL-28 118, UACC-257 107 and UACC-62 102.
Screening COC1=C[C@@]23CCC(=O)N2CCc2cc4c(cc2[C@H]3[C@H]1OC(=O)CCCC(C)C)OCO4 returned M14 98, HOP-92 105, A549/ATCC 99, SK-MEL-5 97, EKVX 110, SK-MEL-28 105, UACC-257 99 and UACC-62 84.

By substructure: those above containing fluorine (two)
COc1cc(NC(N)=NCCC(C)(C)c2ccc(C(F)(F)F)cc2)ncc1C#N was read as M14 -74*, HOP-92 -3.8*, A549/ATCC 27, SK-MEL-5 -80*, EKVX 25, SK-MEL-28 -56*, UACC-257 -0.6* and UACC-62 10.
`COc1cc(CNC(=O)c2ccsc2Nc2ccnc(C(F)(F)F)c2)ccc1O` gave M14 100, HOP-92 81, A549/ATCC 100, SK-MEL-5 98, SK-MEL-28 118, UACC-257 107 and UACC-62 102.

Returning to the listing with the two entries that preceded the break.
`COc1cc(CNC(=O)c2ccsc2Nc2ccnc(C(F)(F)F)c2)ccc1O` gave M14 100, HOP-92 81, A549/ATCC 100, SK-MEL-5 98, SK-MEL-28 118, UACC-257 107 and UACC-62 102.
Screening COC1=C[C@@]23CCC(=O)N2CCc2cc4c(cc2[C@H]3[C@H]1OC(=O)CCCC(C)C)OCO4 returned M14 98, HOP-92 105, A549/ATCC 99, SK-MEL-5 97, EKVX 110, SK-MEL-28 105, UACC-257 99 and UACC-62 84.
COC(=O)C(Cc1ccccc1)NS(=O)(=O)c1ccc(C)cc1 (stereo not drawn) was read as M14 93, HOP-92 98, A549/ATCC 115, SK-MEL-5 96, SK-MEL-28 105, UACC-257 114 and UACC-62 98.
`O=C(Nc1cccc(Cl)c1)Nc1cc(C(F)(F)F)ccc1Cl` gave M14 18, HOP-92 -20*, A549/ATCC 11, SK-MEL-5 24, EKVX 16, SK-MEL-28 26, UACC-257 20 and UACC-62 -8.9*.
`CC(=S)N=Cc1c(O)cc(C)oc1=O` gave M14 100, HOP-92 108, A549/ATCC 116, SK-MEL-5 109, EKVX 100, SK-MEL-28 116, UACC-257 111 and UACC-62 108.
For O=C(Nc1ccccc1C(=O)Nc1nccs1)c1ccccc1 the results were M14 102, HOP-92 86, A549/ATCC 98, SK-MEL-5 77, EKVX 91, SK-MEL-28 104, UACC-257 98 and UACC-62 96.
COc1cccc(/C=C\C(=O)CCN2CCOCC2)c1OC was read as M14 99, HOP-92 111, A549/ATCC 102, SK-MEL-5 102, EKVX 104, SK-MEL-28 105 and UACC-257 95.
Screening OC(c1ccccc1)c1nnc(SCc2ccccc2)n1Cc1ccccc1 (stereo not drawn) returned M14 88, HOP-92 59, A549/ATCC 94, SK-MEL-5 97, EKVX 102, SK-MEL-28 100, UACC-257 103 and UACC-62 69.
For COc1ccc(C2N=C(SCC(=O)Nc3ccc(S(N)(=O)=O)cc3)NC(C)=C2C(C)=O)cc1 (stereo not drawn) the results were M14 114, HOP-92 115, A549/ATCC 93, SK-MEL-5 103, EKVX 103, SK-MEL-28 112, UACC-257 91 and UACC-62 97.
`COc1cccc(-c2nn(-c3ccccc3)cc2-c2ccnc(NCCNC(=O)Nc3ccc(Cl)c(Cl)c3)c2)c1` gave M14 -37*, HOP-92 -1.0*, A549/ATCC -18*, SK-MEL-5 3.0*, EKVX 46, SK-MEL-28 16, UACC-257 16 and UACC-62 -14*.
`Cc1ccc([N+](=O)[O-])c2ccccc12` gave M14 107, HOP-92 103, A549/ATCC 104, SK-MEL-5 110, EKVX 105, SK-MEL-28 108, UACC-257 102 and UACC-62 102.
O=C1CSC(c2cccnc2)N1Nc1ncnc2ccccc12 (stereo not drawn) was read as M14 103, HOP-92 105, A549/ATCC 108, SK-MEL-5 101, EKVX 100, SK-MEL-28 107, UACC-257 112 and UACC-62 96.
`O=C(CCc1nnc2sc(CS)nn12)c1nc2ccccc2[nH]1` gave M14 101, A549/ATCC 110, SK-MEL-5 99, EKVX 98, SK-MEL-28 114, UACC-257 108 and UACC-62 100.
For CCN(C)N=Nc1ccc(C(N)=O)cc1 the results were M14 106, HOP-92 101, A549/ATCC 110, SK-MEL-5 106, EKVX 112, SK-MEL-28 113, UACC-257 131 and UACC-62 101.
`CC1CCc2c(sc3nc(SCC(=O)N/N=C/c4ccccc4)n(-c4ccccc4)c(=O)c23)C1` (stereo not drawn) gave M14 93, HOP-92 81, A549/ATCC 94, SK-MEL-5 87, EKVX 89, SK-MEL-28 92, UACC-257 99 and UACC-62 80.
For COc1cc(OC)c(-c2nc3ccccc3s2)c(OC)c1 the results were M14 98, HOP-92 93, A549/ATCC 112, SK-MEL-5 97, EKVX 84, SK-MEL-28 108, UACC-257 126 and UACC-62 93.
`CCOc1c(C#N)c(=Nc2ccc(S(N)(=O)=O)cc2)c(C#N)c2n1CC(c1ccccc1)=NN2` gave M14 108, HOP-92 95, A549/ATCC 103, SK-MEL-5 94, EKVX 72, SK-MEL-28 116, UACC-257 111 and UACC-62 86.
For Cn1ncc2ccc(-c3nc(-c4ccccc4)[nH]c3-c3n[nH]c(=O)n3C3CC3)cc21 the results were M14 88, HOP-92 61, A549/ATCC 94, SK-MEL-5 99, EKVX 96, SK-MEL-28 102, UACC-257 95 and UACC-62 100.
Screening CCC(=O)NCCNc1nccc(Nc2ccc(S(=O)(=O)Nc3ccccn3)cc2)n1 returned M14 102, HOP-92 102, A549/ATCC 78, SK-MEL-5 103, SK-MEL-28 108, UACC-257 71 and UACC-62 97.
`O=S1(=O)OC(c2cc(Cl)c(O)c(Br)c2)(c2cc(Cl)c(O)c(Br)c2)c2ccccc21` gave M14 99, HOP-92 69, A549/ATCC 94, SK-MEL-5 107, EKVX 110, SK-MEL-28 118, UACC-257 95 and UACC-62 97.
`O=C(c1cc(Br)c(O)c(Br)c1)c1ccccc1C(=O)c1cc(Br)c(O)c(Br)c1` gave M14 105, HOP-92 112, A549/ATCC 94, SK-MEL-5 98, EKVX 92, SK-MEL-28 113, UACC-257 94 and UACC-62 106.
For S=C(N/N=C/c1ccccn1)Nc1ccccn1 the results were M14 0.2*, HOP-92 -2.6*, A549/ATCC 21, SK-MEL-5 -22*, EKVX 41, SK-MEL-28 21, UACC-257 -15* and UACC-62 1.5*.
`COc1ccc(Sc2cncc(NC3CCCCCC3)n2)cc1` gave M14 95, HOP-92 71, A549/ATCC 97, SK-MEL-5 100, SK-MEL-28 100, UACC-257 100 and UACC-62 90.
Screening Cc1cc2c(-c3nc4ccc(Cl)cn4c3N)c(O)c(O)cc2c(O)c1-c1c(C)cc2c(-c3nc4ccc(Cl)cn4c3N)c(O)c(O)cc2c1O returned M14 61, HOP-92 82, A549/ATCC 52, SK-MEL-5 69, EKVX 87, SK-MEL-28 89 and UACC-62 89.
`CCCCOCCOC(=O)c1ccc(Cl)cc1` gave M14 109, HOP-92 108, A549/ATCC 109, SK-MEL-5 98, EKVX 115, SK-MEL-28 115, UACC-257 110 and UACC-62 101.
`COc1cccc(OCC(O)CN2CCN(c3cccc(C)c3)CC2)c1` (stereo not drawn) gave M14 105, HOP-92 100, A549/ATCC 101, SK-MEL-5 99, EKVX 98, SK-MEL-28 109, UACC-257 107 and UACC-62 97.

Of the compounds above, these contain a cyano group.
COc1cc(NC(N)=NCCC(C)(C)c2ccc(C(F)(F)F)cc2)ncc1C#N was read as M14 -74*, HOP-92 -3.8*, A549/ATCC 27, SK-MEL-5 -80*, EKVX 25, SK-MEL-28 -56*, UACC-257 -0.6* and UACC-62 10.
`CCOc1c(C#N)c(=Nc2ccc(S(N)(=O)=O)cc2)c(C#N)c2n1CC(c1ccccc1)=NN2` gave M14 108, HOP-92 95, A549/ATCC 103, SK-MEL-5 94, EKVX 72, SK-MEL-28 116, UACC-257 111 and UACC-62 86.

Other entries follow:
`O=C(O)C(O)C(O)C(OC1OC(CO)C(O)C(O)C1O)C(O)CO` (stereo not drawn) gave M14 102, HOP-92 107, A549/ATCC 100, SK-MEL-28 98, UACC-257 108 and UACC-62 113.
`CN1C(=S)N2CN3CCCN(C3)CN3C(=S)NC1C32` (stereo not drawn) gave M14 102, HOP-92 96, A549/ATCC 86, SK-MEL-5 99, EKVX 101, SK-MEL-28 126, UACC-257 85 and UACC-62 98.
CCOC(=O)/C(N=Nc1c(C(=O)O)ccc2c1C(=O)c1ccccc1C2=O)=C(\C)O was read as M14 110, HOP-92 98, A549/ATCC 98, SK-MEL-5 97, EKVX 99, SK-MEL-28 108, UACC-257 100 and UACC-62 93.
O=c1[nH]c2cc(Cl)ccc2n1C1CCN(c2ccc3nnc(Cl)n3n2)CC1 was read as M14 98, HOP-92 103, A549/ATCC 88, SK-MEL-5 92, SK-MEL-28 91, UACC-257 96 and UACC-62 76.
`Cc1ccc(C2CC(c3ccc(Nc4nc(NCCO)nc(Nc5ccc(Cl)cc5)n4)cc3)=NN2c2cc(Cl)cc(Cl)c2)cc1` (stereo not drawn) gave M14 121, HOP-92 101, A549/ATCC 94, SK-MEL-5 92, EKVX 83, SK-MEL-28 105, UACC-257 101 and UACC-62 89.
`CCOC(=O)C1CCC(=O)C=C1C` (stereo not drawn) gave M14 103, A549/ATCC 99, SK-MEL-5 108, EKVX 91, SK-MEL-28 120, UACC-257 97 and UACC-62 107.
`Cc1cc2nc(NC(=O)CN3CCN(CCN4C(=O)c5cccc6cccc(c56)C4=O)CC3)sc2cc1C` gave M14 94, HOP-92 75, A549/ATCC 70, SK-MEL-5 77, EKVX 82, SK-MEL-28 106, UACC-257 99 and UACC-62 84.
For Cc1cc(C)n(Cc2ccc(Cl)cc2Cl)c(=O)c1C#N the results were M14 98, HOP-92 85, A549/ATCC 99, SK-MEL-5 98, EKVX 89, SK-MEL-28 100, UACC-257 102 and UACC-62 86.
`O=Cc1cn[nH]n1` gave M14 101, HOP-92 89, A549/ATCC 103, SK-MEL-5 117, EKVX 116, SK-MEL-28 114, UACC-257 101 and UACC-62 105.
For Oc1ccc(/C=N/Nc2c3ccccc3nc3ccccc23)cc1 the results were M14 106, HOP-92 95, A549/ATCC 98, SK-MEL-5 93, EKVX 97, SK-MEL-28 108, UACC-257 103 and UACC-62 92.
